UHRF1 binding – human UHRF1 methylated DNA binding inhibitors. Q96T88. UHRF1 binding to methylated oligo, TR-FRET. inhibition, % at 4.4 µM. 370,000 compounds, 0.75% hits. AID 687016; in the data active = inhibition above about 21%;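 note: UHRF1 SRA domain binding a hemimethylated CpG hairpin DNA probe; 0% = median of test compound wells and 100% = reference inhibitor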
Rev-erbA mod – modulators of human Rev-erb alpha DNA binding. P20393. Rev-erbα–FITC-DNA binding, fluorescence polarization, 90 min. activity, % at 10 µM. 370,000 compounds, 0.79% hits;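 active = activity above about 14%, limit read from the data; passing the limit was not always enough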;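 note: 0% = DMSO wells with 35 nM protein and 100% = DMSO wells with 750 nM protein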
sPLA2-III inh – Blocks human group III sPLA2 activity | 370,000 compounds, 0.56% hits | Q9NZ20 | QFRET BODIPY PC-A2 liposome hydrolysis, fluorescence | inhibition, % at 12.2 µM | AID 743126;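 active = inhibition above mean plus 3 SD of compounds lying within the high and low control bounds, cut at about 19% in these data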;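 note: 0% = median of test compound wells and 100% = no enzyme DMSO wells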
Target sequence (Q9NZ20 whole entry, looked up): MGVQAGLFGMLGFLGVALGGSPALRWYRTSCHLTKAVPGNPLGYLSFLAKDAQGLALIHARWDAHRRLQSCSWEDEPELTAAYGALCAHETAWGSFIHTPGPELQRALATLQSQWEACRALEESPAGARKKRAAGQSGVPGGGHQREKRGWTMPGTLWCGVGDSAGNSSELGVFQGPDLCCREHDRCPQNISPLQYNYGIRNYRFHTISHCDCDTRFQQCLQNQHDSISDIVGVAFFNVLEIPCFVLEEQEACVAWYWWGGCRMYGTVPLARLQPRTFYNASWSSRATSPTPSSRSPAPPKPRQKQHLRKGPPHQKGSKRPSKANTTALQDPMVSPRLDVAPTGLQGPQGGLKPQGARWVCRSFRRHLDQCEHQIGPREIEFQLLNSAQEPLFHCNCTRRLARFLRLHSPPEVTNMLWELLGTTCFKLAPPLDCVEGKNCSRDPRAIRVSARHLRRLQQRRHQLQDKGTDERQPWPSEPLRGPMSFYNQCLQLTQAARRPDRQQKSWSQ
ARFGAP1 inhibitor – inhibits rat ARF GTPase activating protein 1 | 360,000 compounds, 0.26% hits | inhibition, % at 16.5 µM | Arfgap1-stimulated ARF1 GTP hydrolysis, GDP FP detection;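 active = inhibition above a per-plate limit, mean inhibition of low control wells plus 3 SD, cut at about 25% in these data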;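 note: 0% = DMSO wells with enzyme and 100% = wells lacking Arfgap1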
Target sequence (Q62848 1-136 limits assumed): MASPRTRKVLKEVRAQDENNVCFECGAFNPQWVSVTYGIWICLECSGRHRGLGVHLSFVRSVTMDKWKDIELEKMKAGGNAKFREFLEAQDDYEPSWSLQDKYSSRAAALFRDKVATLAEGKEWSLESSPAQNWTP
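material = rat Arfgap1 catalytic domain, aa 1-136 | also added = human ARF1(Δ1-17)-GTP substrate | compound dosing = one concentration, 16.5 µM, DMSO 1.26% | times = GTP hydrolysis reaction 2 h at 25 °C | measured by = FP, GDP Alexa 633 tracer displaced from anti-GDP antibody, 620/688 nm | evaluation = percent inhibition of Arfgap1-stimulated GTP hydrolysis | replication = single well per compound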
Tn7 DDE FP – disrupts Tn7 cyclic peptide binding to fibrin D-Dimer-E complex. FP displacement of FITC-Tn7 peptide from fibrin DD(E); 0% = median of compound wells per plate. 370,000 compounds, 0.13% hits. P02675. inhibition, % at 8.3 µM. AID 720508;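 active = inhibition above the mean of compounds falling within the control limits plus 3 SD of them, cut at about 14% in these data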;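 note: 0% = plate median of compound wells and 100% = 10 µM Aha-Tn7 peptide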
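Assay system: Human clot-derived fibrin DD(E) complex | Buffer or medium: Tris/NaCl/CaCl2 buffer, pH 7.8 | Repeats: One replicate per compound | Benchmarks: Aha-Tn7 high control | Measure: % inhibition scaled between sample-field median and high-control FP | Schedule: 10 min plus 3 h, room temperature | Signal: Fluorescence polarization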
PLC-beta3 inh – PLC-beta3 (human) inhibition, primary screen; inhibition, % at 12.2 µM; 370,000 compounds, 0.18% hits; Purified PLC-beta3, fluorogenic substrate, fluorescence; Q01970; in the data active = inhibition above about 11%;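 note: 0% = median of compound wells on plate and 100% = full blocker control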
PLCg1 inh – inhibitors of human phospholipase C gamma1 | 370,000 compounds, 0.84% hits | AID 720700 | purified PLC-gamma1, fluorogenic substrate, fluorescence | inhibition, % at 12.2 µM | P19174; in the data active = inhibition above about 9.5%
Tn6 DDE FP – disrupts Tn6 cyclic peptide binding to fibrin D-Dimer-E complex; Fibrin DD(E) TRITC-Tn6 fluorescence polarization displacement; inhibition, % at 8.3 µM; 370,000 compounds, 0.21% hits; AID 720509;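 active = inhibition above a per-campaign cutoff: mean of compounds within control limits plus 3 SD, cut at about 15% in these data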;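 note: 0% = median of all compound wells on the plate and 100% = blocking peptide control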
ASAP1 inh – blocks human ASAP1-stimulated Arf1 GTP hydrolysis | Q9ULH1 | GDP FP detection | inhibition, % at 16.5 µM | 360,000 compounds, 0.19% hits; in the data active = inhibition above about 25%;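 note: 0% = vehicle with enzyme and substrate and 100% = no enzyme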
KLK7 zymogen act – proKLK7 (human) activation, primary screen; activation, % at 7 µM; P49862; 370,000 compounds, 0.9% hits; purified proKLK7, EDANS-DABCYL substrate fluorescence; 100% is mature enzyme control, 0% vehicle;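 active = activation above the mean of all tested compounds plus 3 SD, computed per campaign excluding outliers beyond control limits, cut at about 13% in these data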
Target sequence (P49862 whole entry, looked up): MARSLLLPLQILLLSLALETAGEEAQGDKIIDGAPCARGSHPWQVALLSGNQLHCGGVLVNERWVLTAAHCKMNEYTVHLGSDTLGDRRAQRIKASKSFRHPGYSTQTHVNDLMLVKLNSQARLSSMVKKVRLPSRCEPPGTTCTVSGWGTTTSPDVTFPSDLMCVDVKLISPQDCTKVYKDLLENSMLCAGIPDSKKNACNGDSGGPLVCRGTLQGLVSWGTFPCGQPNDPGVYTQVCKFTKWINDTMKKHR
Active calls of the source: *; nt = not tested or not shown; & = joins results of further samples.

no.	Compound	UHRF1 binding	Rev-erbA mod	sPLA2-III inh	ARFGAP1 inhibitor	Tn7 DDE FP	PLC-beta3 inh	PLCg1 inh	Tn6 DDE FP	ASAP1 inh	KLK7 zymogen act
1	COC(=O)c1c(NC(=O)CN2CCCC(C)C2)c2c(C)cccc2n1C (stereo not given)	4	-3	11	4	-4	-6	-6	7	-3	0.2
2	c1ccc(-c2ccccc2-n2cnnn2)cc1	1	-1	2	1	8	2	-2	4	0	0.3
3	CC(C)N1C(=O)S/C(=C/c2ccc(Sc3nc4ccccc4[nH]3)o2)C1=O	-3	4	-8	6	-1	-2	-1	-2	13	0.3
4	CCOC(=O)C1CSCCS(=O)(=O)N1Cc1cccc(Cl)c1 (stereo not given)	15	-6	-3	-3	-1	4	2	3	4	-0.3
5	CC(C)CSc1nc2c(c(=O)[nH]c(=O)n2C)n1CCc1ccccc1	0	8	4	-4	0	1	2	-2	-2	0.7
6	CCC(C)[C@H](NC(=O)C1CC(=O)N(c2ccc(OC)cc2)C1)C(=O)NC1CCCC1 (stereo not given in full)	3	-6	3	11	0	-1	3	3	10	-0.9
7	CCOc1ccc(CCNC(=O)C2=C(C)C(=O)OC23CCCCC3)cc1OCC	2	-2	-2	-9	3	-1	-2	-2	11	-0.2
8	CC(C)(C)C1CCC(=NNc2nc3ccccc3[nH]2)CC1 (stereo not given)	-1	-6	7	3	1	-78	-61	-3	3	-0.1
9	CC(C)N1CCCCC(NC(=O)c2ccc(Cl)cc2Cl)C1=O (stereo not given)	2	6	11	nt	0	4	3	-3	nt	0.2
10	Cc1ccc(NC(=O)[C@H](NC(=O)[C@@H]2Cc3ccccc3CN2)c2ccccc2)cc1C	-2	-3	-9	-3	2	-7	5	5	-1	-0.3
11	COc1ccc(-c2cc(=O)c3cc(F)ccc3[nH]2)cc1	-2	0	-2	7	-3	-15	-14	5	1	-0.3
12	COc1ccccc1N(C)S(=O)(=O)c1ccc(C(=O)Nc2nc(C)c(C(C)=O)s2)cc1	2	104*	8	4	10	-20	-4	1	-9	0.1
13	CCOC(=O)CCNC(=O)N1CCC(CCOc2ccccc2)(C(=O)OCC)CC1	2	6	-1	3	5	-1	0	1	9	-0.3
14	CCOC(=O)[C@@H]1[C@H]2COc3cc(OC)ccc3[C@@H]2N2C(=O)N(c3ccc(C(F)(F)F)cc3)C(=O)[C@@]12C	-1	6	-10	7	0	3	4	3	2	0.3
15	Cc1ccc(S(=O)(=O)N2CCCCC2CCNC(=O)C(=O)Nc2ccccc2F)cc1 (stereo not given)	-1	0	0	11	4	-4	0	2	-10	0.5
16	CCN(CC)c1ccc(/C=c2/sc3nnc(-c4ccccc4C)n3c2=O)cc1	2	13	5	7	2	-5	-3	0	-7	-0.6
17	O=C(Nc1ccccc1F)NC1CC1	-1	2	1	4	-2	4	2	3	-2	-0.6
18	CCC(=O)Nc1nonc1-c1nc2ccccc2n1CC(C)C	-2	9	-2	-2	3	-8	-5	-5	-10	-0.5
19	CCOc1ccc(NC(=O)CN(C)C(=O)Cn2cnc3c2c(=O)n(C)c(=O)n3C)cc1OCC	-1	2	-5	10	9	-6	-2	1	5	0.2
20	COc1ccc(C(=O)N/C(=C\c2ccco2)C(=O)NC2CCS(=O)(=O)C2)cc1 (stereo not given)	0	-5	6	-3	-2	-14	-9	-5	-9	0.3
21	O=C1c2oc3ccccc3c(=O)c2C(c2ccc(O)cc2)N1c1nccs1 (stereo not given)	0	-2	-8	-4	-5	-1	-1	3	15	-0.4
22	COc1cc(/C=C/C(=O)Nc2ccc(OC)c(S(=O)(=O)N3CCOCC3)c2)ccc1OC(F)F	2	9	-26	-15	5	-19	-8	-6	1	-1.2
23	NC(=O)c1ccccc1NC(=O)CCCc1ccccc1	3	1	2	-5	-2	-6	-2	3	1	0.3
24	COc1cc2c(cc1OC)-c1c(OC)c(OC)cc3ccnc(c13)C2=O	37*	5	3	6	-4	-53	-45	-17	5	0.3
25	Cc1cc(NC(=O)CSc2nccn2-c2ccc(Cl)cc2)no1	1	2	-5	-1	5	2	4	-6	-8	0.6
26	COc1ccccc1-c1cc(C(F)(F)F)c(C#N)c(=O)[nH]1	0	-4	-17	-2	-5	-310	-239	-2	0	7.0
27	COCCCNC(=O)c1ccc(OC)c(OC2CCN(C(C)C)CC2)c1	2	-2	1	2	-1	-2	3	0	-2	0.0
28	O=C(NC(=S)Nc1cc(-c2nc3ccccc3[nH]2)ccc1Cl)c1ccc2c(c1)OCO2	0	-1	10	-12	4	-10	-12	2	-6	-0.1
29	CC(C)(C)CC(C)(C)NCC(O)COc1ccc2c(c1)CCC2 (stereo not given)	-1	-4	5	17	1	3	3	-7	-8	0.1
30	COc1cccc(NC(=O)C(=O)NCCc2ccc(F)cc2)c1	-3	0	-1	1	-5	-4	3	5	1	-0.2
31	COc1ccc(-c2c(Cc3ccccc3)nc(NC(=O)c3ccccc3F)n2C)cc1	-1	3	19	nt	3	-6	-2	-3	nt	0.2
32	CCN(CCCNC(=O)C1c2ccccc2C(=O)N(CCOC)C1c1ccc(F)cc1)Cc1ccccc1 (stereo not given)	-1	-5	-2	-10	2	-5	3	-2	3	0.4
33	Cc1ccc(CCNC(=O)c2cccc(NC3=NC4CS(=O)(=O)CC4S3)c2)cc1 (stereo not given)	-2	3	9	8	-6	3	5	2	17	-0.7
34	O=c1[nH]c(CN2CCN(Cc3ccc4c(c3)OCO4)CC2)nc2ccccc12	0	-1	0	2	0	1	0	2	-4	-0.5
35	COCC(=O)N1CCC(Oc2ccc(C(=O)NCc3csc(C(C)C)n3)cc2)CC1	1	-6	4	6	2	-2	-1	3	-9	0.6
36	CCOC(=O)c1c(C)n(C)c2ccc(OCC(O)Cn3nc(C)cc3C)cc12 (stereo not given)	1	2	-9	-6	8	0	6	8	7	-0.1
37	OCCN1CCN(CCCc2c3c(cc4c2CCC4)CCC3)CC1	4	-4	10	2	-10	-2	2	10	-3	-0.4
38	CC1CN(Cc2ccccc2Cl)CC(C)O1 (stereo not given)	2	5	19*	5	-2	2	3	-9	-2	-0.4
39	NC(=O)CC(NC(=O)c1cccc(Br)c1)c1ccc(N2CCC(Br)CC2)c([N+](=O)[O-])c1 (stereo not given)	0	3	1	8	-9	-1	2	5	15	-0.9
40	CN(C)S(=O)(=O)c1cccc(C(=O)N2CCN(C(=O)C3CCCO3)CC2)c1 (stereo not given)	2	-3	9	-5	8	-3	-2	5	-4	-0.8
41	CCCN1C(=O)SC(CC(=O)Nc2ccccc2)C1=O (stereo not given)	-4	-2	-4	6	5	-1	0	6	1	0.0
42	COc1cc(NC(=O)c2cnc(N)o2)cc(C(=O)Nc2cccc(C(F)(F)F)c2)c1	-1&-2	-1&-2	-4&-3	13&1	-1&2	-2&0	-1&2	-15&-11	3&8	0.0&-0.9
43	COc1ccccc1N(C)S(=O)(=O)c1ccc(C(=O)OCC(=O)Nc2cc(C)on2)cc1	2	-8	-3	7	3	1	-1	-9	7	0.5
44	NNc1nc2c(Cl)c(Cl)ccc2s1	2	4	24*	8	4	-8	-5	-1	4	0.2
45	Oc1c(Cl)cc(Cl)cc1CNc1ccccn1	0	-2	-7	4	3	0	-2	3	10	0.1
46	Cc1ccsc1C(=O)OCC(=O)Nc1nnc(-c2ccccc2)o1	-3	3	4	5	1	-17	-4	3	2	-0.2
47	CC1(C(=O)NS(=O)(=O)c2ccc(Cl)cc2)CCN1C(=O)CCc1ccccc1 (stereo not given)	-2	-4	-2	-12	-1	-1	-2	-4	3	-0.2
48	Cc1ccc(C(=O)Nc2cccc(C(=O)N/N=C/c3ccccc3F)c2)cc1	4	-1	-5	9	-7	-3	0	7	3	-0.2
49	CC(=O)N1CCN(S(=O)(=O)c2cccc(C(=O)OCc3ccc(F)cc3)c2)CC1	3	-5	-1	1	4	4	6	-11	-10	0.4
50	Cc1ccc(C(=O)NC(Cc2c[nH]c3ccccc23)C(=O)O)cc1 (stereo not given)	0	-5	-15	-2	-2	-3	-4	2	-10	0.9

Single records, from the list above.
`CCN(CCCNC(=O)C1c2ccccc2C(=O)N(CCOC)C1c1ccc(F)cc1)Cc1ccccc1` (stereo not given) in the list: UHRF1 binding: -1; Rev-erbA mod: -5; sPLA2-III inh: -2; ARFGAP1 inhibitor: -10; Tn7 DDE FP: 2; PLC-beta3 inh: -5; PLCg1 inh: 3; Tn6 DDE FP: -2; ASAP1 inh: 3; KLK7 zymogen act: 0.4
`COc1ccc(-c2c(Cc3ccccc3)nc(NC(=O)c3ccccc3F)n2C)cc1` in the list: UHRF1 binding: -1; Rev-erbA mod: 3; sPLA2-III inh: 19; ARFGAP1 inhibitor: nt; Tn7 DDE FP: 3; PLC-beta3 inh: -6; PLCg1 inh: -2; Tn6 DDE FP: -3; ASAP1 inh: nt; KLK7 zymogen act: 0.2

(more compounds)
no.	Compound	UHRF1 binding	Rev-erbA mod	sPLA2-III inh	ARFGAP1 inhibitor	Tn7 DDE FP	PLC-beta3 inh	PLCg1 inh	Tn6 DDE FP	ASAP1 inh	KLK7 zymogen act
51	c1ccc(CCCCN2CCN=C2Nc2ccccc2)cc1	-3	5	1	-1	-6	1	0	-3	-1	0.0
52	Cn1cnnc1SCC(=O)Nc1cc(S(=O)(=O)N2CCCCC2)ccc1Cl	-2	5	-2	1	-3	-4	0	-10	-6	0.1
53	COc1ccccc1/C=N\NC(=O)c1cccc(S(=O)(=O)N(C)C)c1	-1	-3	9	nt	-7	-4	-2	2	nt	0.4
54	Cc1ccc2c(c1)N(C(=O)CCC(=O)NCCCN1CCOCC1)CC(C)O2 (stereo not given)	-1	-3	7	-5	-7	7	2	0	-10	0.0
